CRFR2-BP antag: antagonists of CRF-binding protein/CRF-R2 receptor complex. HEK293 CRF-R2/CRF-BP, CRF-induced calcium fluorescence. inhibition, % at 11.8 µM. hit rate 0.59% among 350,000;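 active = inhibition of the ligand-induced calcium signal above about 50% at the single tested concentration, limit read from the data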
M4 antag: antagonists of human muscarinic M4 receptor (CHRM4); P08173; AID 624125; hit rate 0.73% among 360,000; CHO-hM4 cells, ACh EC80, Fluo-8 calcium fluorescence; inhibition, % at 3 µM;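 active = inhibition above its plate's cutoff, the mean inhibition of sample wells plus 3 SD, cut at about 27% in these data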;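 also: 0% = acetylcholine EC80 with DMSO and 100% = DMSO without agonist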
Target sequence (P08173 whole entry, looked up): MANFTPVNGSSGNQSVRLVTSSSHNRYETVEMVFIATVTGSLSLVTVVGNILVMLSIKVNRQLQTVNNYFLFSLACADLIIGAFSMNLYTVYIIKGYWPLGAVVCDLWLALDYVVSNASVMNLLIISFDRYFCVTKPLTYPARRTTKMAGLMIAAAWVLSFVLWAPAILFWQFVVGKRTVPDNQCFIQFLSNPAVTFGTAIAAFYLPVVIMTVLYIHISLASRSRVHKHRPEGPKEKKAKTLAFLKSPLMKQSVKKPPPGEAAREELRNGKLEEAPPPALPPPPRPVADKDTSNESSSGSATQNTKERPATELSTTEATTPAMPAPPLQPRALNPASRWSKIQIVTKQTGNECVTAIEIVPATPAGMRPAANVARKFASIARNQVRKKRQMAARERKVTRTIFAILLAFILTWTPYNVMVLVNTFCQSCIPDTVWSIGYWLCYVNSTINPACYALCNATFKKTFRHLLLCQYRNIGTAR
CHRM4 agonist: agonists of human muscarinic M4 receptor (CHRM4); activation, % at 3 µM; CHO-K1 hM4/Gqi5, Fluo-8 calcium fluorescence; vehicle 0%, full acetylcholine response 100%; hit rate 0.14% among 360,000; AID 624127; P08173;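 active = activation above the run mean over all test wells plus 3 SD, cut at about 32% in these data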;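 also: peak over basal fluorescence ratio per well then scaled between controls; 0% = DMSO wells and 100% = acetylcholine at EC100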
M4 PAM: positive allosteric modulators of human muscarinic M4 receptor | P08173 | CHO-K1 hM4/Gqi5, Fluo-8 calcium fluorescence, ACh EC20; 0% = ACh EC20, 100% = maximal ACh | activation, % at 3 µM | hit rate 0.4% among 360,000;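 active = activation above its plate's cutoff, the mean activation of sample wells plus 3 SD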; also: some results filed as inactive read as strong as hits
CHRM5 agonist: CHRM5 agonism in calcium assay; P08912; CHO-K1 hM5 cells, Fluo-8 calcium fluorescence; 0% DMSO wells, 100% maximal acetylcholine response; AID 624037; activation, % at 3 µM; hit rate 0.19% among 360,000;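 active = activation above the run's mean over test compounds plus 3 SD, cut at about 23% in these data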;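 also: signal is peak over basal fluorescence ratio across the kinetic read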
Target sequence (P08912 whole entry, looked up): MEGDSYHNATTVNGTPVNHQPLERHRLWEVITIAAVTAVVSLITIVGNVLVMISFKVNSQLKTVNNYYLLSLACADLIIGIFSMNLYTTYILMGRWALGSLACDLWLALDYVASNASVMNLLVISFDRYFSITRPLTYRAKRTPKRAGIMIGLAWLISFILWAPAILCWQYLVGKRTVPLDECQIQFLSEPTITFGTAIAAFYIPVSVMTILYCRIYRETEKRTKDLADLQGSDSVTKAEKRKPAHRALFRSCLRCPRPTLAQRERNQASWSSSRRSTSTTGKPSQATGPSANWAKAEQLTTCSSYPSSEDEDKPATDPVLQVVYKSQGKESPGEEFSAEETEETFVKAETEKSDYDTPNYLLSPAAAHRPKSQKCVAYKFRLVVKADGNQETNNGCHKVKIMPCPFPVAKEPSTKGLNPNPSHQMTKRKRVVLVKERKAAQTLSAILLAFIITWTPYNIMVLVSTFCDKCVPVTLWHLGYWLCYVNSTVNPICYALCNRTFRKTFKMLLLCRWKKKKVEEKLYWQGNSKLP
CHRM1 PAM: positive allosteric modulators of human M1 muscarinic receptor; P11229; activation, % at 3 µM; hit rate 0.088% among 360,000; CHO-K1 hM1, Fluo-8 calcium fluorescence, ACh EC20; 0% = ACh EC20, 100% = maximal ACh; in the data active = activation above about 19%, passing the limit was not always enough
CHRM5 PAM: CHRM5 positive allosteric modulation; P08912; CHO-K1 hM5, Fluo-8 calcium, ACh EC20 PAM; 0% = ACh EC20, 100% = ACh EC100; activation, % at 3 µM; hit rate 0.3% among 360,000; AID 624038;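 active = activation above the run cutoff, the mean activation of all test compounds plus 3 SD, cut at about 18% in these data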
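Measured by: Fluo-8 calcium fluorescence; material: human M5 receptor in CHO-K1 cells; schedule: Post-acetylcholine fluorescence recording 140 s; benchmarks: low control EC20 acetylcholine (0%), high control EC100 acetylcholine (100%); read-out: Max/basal fluorescence ratio as % of EC20–EC100 ACh window; compound: single dose, 3 µM nominal final test concentration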
CRFBP-R2 agonist: CRF-BP/CRF-R2 complex agonism; AID 588473; activation, % at 13.2 µM; HEK293 CRF-R2/CRF-BP, calcium dye fluorescence (FLIPR); percent of saturating CRF peptide response; hit rate 0.46% among 350,000;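 active = activation of at least 50%, plus an integration ratio under a set limit after plate pattern correction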;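 also: plate controls were neutral control wells without compound for no effect and CRF at EC100 for full effect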
CHRM5 antagonist: antagonists of human muscarinic M5 receptor (CHRM5); AID 624040; inhibition, % at 3 µM; P08912; hit rate 0.59% among 360,000; CHO-hM5 cells, Fluo-8 calcium fluorescence, ACh EC80;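 active = inhibition above a per-plate cutoff, the mean of that plate's test compounds plus 3 SD, cut at about 27% in these data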;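 also: 0% = acetylcholine EC80 with DMSO and 100% = DMSO without agonist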
The depositor's hits bear a star; / = not tested or not shown.

SMILES	CRFR2-BP antag	M4 antag	CHRM4 agonist	M4 PAM	CHRM5 agonist	CHRM1 PAM	CHRM5 PAM	CRFBP-R2 agonist	CHRM5 antagonist
CC1C(=O)N2CCCc3cc(NC(=O)COc4ccccc4)cc1c32 (configuration not stated)	-20	-19	3	6	-2	1	1	0.2	-8
CCOC(=O)C1=C(C)NC2=C(C(=O)CCC2)C1c1ccc(N(C)C)cc1 (configuration not stated)	0	24	1	-13	-6	-32	-13	-1.1	6
C/C(=N\NC(N)=S)c1ccc(Cl)s1	-9	6	1	-1	1	3	1	-0.2	7
Cc1cc(C)nc(N2CCCC(C(=O)NC3CCCC3)C2)n1 (configuration not stated)	-13	-2	-1	-3	6	2	-6	2.6	5
CN(C)CCN=c1cc(-c2ccccc2)oc2ccc(Cl)cc12	-17	-9	0	0	-6	6	5	0.7	-1
OC(CNC1CCCC1)COc1ccccc1Br (configuration not stated)	4	-3	1	1	-3	17	4	0.0	8
CN1C[N+]([O-])=C(c2ccccc2)C1(C)C	15	1	1	-1	-1	2	4	-1.4	7
CC(NC(=O)COC(=O)/C=C/c1ccc2c(c1)OCO2)c1ccccc1 (configuration not stated)	2	-16	-2	18	-1	4	-6	-0.9	10
N#Cc1c(-c2ccc(Cl)cc2)c2c([nH]c1=O)-c1ccccc1OC2	4	0	4	-9	0	13	-9	-0.9	9
CCO/C=C1/C(=O)N(c2ccccc2OC)C(=O)c2ccccc21	-5	3	1	-1	-1	7	4	-2.4	11
O=C(Cn1cnc([N+](=O)[O-])n1)NCCc1ccccc1	68*	-4	1	2	-2	8	-2	0.5	2
Cn1cc(CN2CCC(C(=O)N3CCCCC3)CC2)c(-c2ccccc2F)n1	8	-1	3	1	3	4	7	-0.2	9
COc1cc(OC)c2c(c1)C(=O)OC2	10	8	0	5	-7	-6	-3	-2.0	-2
COc1ccc(OC)c2[nH]c(C(=O)O)cc12	14	-3	1	11	1	10	-2	-5.6	0
COc1ccc(C(=O)NNS(=O)(=O)c2ccc(OC)cc2)cc1	-2	-1	-1	-4	-2	8	-2	-0.4	3
CCOC(=O)CC1(CC(=O)OCC)NC(=O)c2c(C)sc(C(=O)OCC)c2N1	11	-4	-1	15	2	12	4	1.6	-2
CC(NC(=O)COC(=O)c1ccc2c(c1)S(=O)(=O)N=C1CCCCCN12)C12CC3CC(CC(C3)C1)C2 (configuration not stated)	7	1	1	-2	-3	11	6	1.8	-5
CCOc1ccc(CCNC(=O)COC(=O)c2ccc(Cl)nc2)cc1OCC	-12	-2	-1	-2	-1	11	-1	-1.4	-3
COCCn1c(=O)[nH]c2cc(C(=O)N3CCN(c4cccc(Cl)c4)CC3)ccc2c1=O	-4	-2	11	-12	-1	-21	-5	-0.2	15
COCC(=O)Nc1c(C(=O)Nc2ccc3c(c2)OCCO3)oc2ccccc12	1	6	2	-4	1	0	8	-0.5	1
CCn1c(SCC(=O)Nc2ncc(C(F)(F)F)cc2Cl)nnc1-c1cccc(C)c1	24	4	0	1	-2	-2	-4	-2.6	7
Cc1cccc(-n2ccc(=O)c(C(=O)Nc3ccc(S(=O)(=O)N4CCOCC4)cc3)n2)c1	4	9	1	5	-2	11	6	-0.6	4
CN(Cc1ccnc2ccccc12)C(=O)C1CCC(=O)N(Cc2ccccc2F)C1 (configuration not stated)	16	-2	1	-1	-3	3	-3	0.0	1
Cc1ccc(NC(=O)Nc2nc3ccc(S(C)(=O)=O)cc3s2)cc1	2	-5	1	4	3	8	2	0.4	1
Cc1ccsc1C(=O)N[C@@H](C)c1nnc2ccccn12	-1	4	0	3	-2	10	9	-0.3	-2

Whole records, looked up by structure. Order of values: CRFR2-BP antag, M4 antag, CHRM4 agonist, M4 PAM, CHRM5 agonist, CHRM1 PAM, CHRM5 PAM, CRFBP-R2 agonist, CHRM5 antagonist
`CN1C[N+]([O-])=C(c2ccccc2)C1(C)C` across the screens: 15, 1, 1, -1, -1, 2, 4, -1.4, 7
`Cc1cc(C)nc(N2CCCC(C(=O)NC3CCCC3)C2)n1` (configuration not stated) across the screens: -13, -2, -1, -3, 6, 2, -6, 2.6, 5
`CCn1c(SCC(=O)Nc2ncc(C(F)(F)F)cc2Cl)nnc1-c1cccc(C)c1` across the screens: 24, 4, 0, 1, -2, -2, -4, -2.6, 7
`CCOC(=O)C1=C(C)NC2=C(C(=O)CCC2)C1c1ccc(N(C)C)cc1` (configuration not stated) across the screens: 0, 24, 1, -13, -6, -32, -13, -1.1, 6

Going on with the list:
SMILES	CRFR2-BP antag	M4 antag	CHRM4 agonist	M4 PAM	CHRM5 agonist	CHRM1 PAM	CHRM5 PAM	CRFBP-R2 agonist	CHRM5 antagonist
CC1(C(=O)NCc2ccc3c(c2)OCO3)CCN1C(=O)C1(c2ccc(Cl)cc2)CC1 (configuration not stated)	/	-4	3	0	2	8	-5	/	0
COc1ccc(C2C(C#N)=C(N)OC(C(C)(C)C)=C2C#N)cc1OC (configuration not stated)	4	-4	0	0	-2	6	1	0.4	5
CC(=NNC(=S)Nc1cccc(Cl)c1)c1ccccn1	-23	-6	1	1	1	1	-3	-1.8	19
CC(C)(C)c1ccc(-c2noc(CCC(=O)Nc3cccnc3)n2)cc1	-36	10	17	-10	3	-13	-4	0.1	11
CCN1C(=O)C(C(=O)c2ccccc2)SC1=S (configuration not stated)	14	-2	1	12	3	9	-3	3.2	1
O=C(CN1C(=O)COc2ccc(Cl)cc21)Nc1ccccn1	5	3	0	-3	2	14	12	-0.6	-3
COc1ccc(OC2C(=O)N(Cc3ccc(F)cc3)C2c2cc(OC)c(OC)c(OC)c2)cc1 (configuration not stated)	123*	8	1	-2	-5	9	-3	-1.1	5
COc1ccc(C(=O)NCc2ccccc2OC)cc1	2	12	0	-5	1	6	-2	-0.6	0
CC(C)Oc1ccc(Cn2c(-c3ccco3)n[nH]c2=S)cc1	11	4	4	-14	-13	-22	-14	-1.2	0
Cc1cc(C(=O)NCCCn2ccnc2)sc1-c1ccccc1	9	2	0	-8	-4	-1	2	-1.5	-4
CCOc1ccc(CCNC(=O)COC(=O)C2CCN(S(=O)(=O)c3ccc(C)c(C)c3)CC2)cc1OCC	8	3	10	-6	-1	-2	-3	-1.1	13
COc1cc(OC)cc(C(=O)N2CCN(c3ccccn3)CC2)c1	6	0	2	-2	2	4	4	-1.6	8
Cc1ccc(C)c(NC(=O)Cc2nc(CNCC(C)C)cs2)c1	-4	7	1	0	-5	4	-1	-0.8	16
COc1cccc(C(=O)N2CCC(C(=O)NCc3ccco3)CC2)c1	-1	-16	1	-3	-3	12	-3	0.0	16
Cc1nnc(NC(=O)CSc2cn(Cc3ccccc3)c3ccccc23)s1	-64	-3	1	2	0	7	-5	-3.2	1
COCCN(C(=O)c1ccccc1OC)c1nnc(C)s1	-15	2	0	6	-1	14	5	-2.4	7
CCn1c(/C=C/c2ccc(F)cc2)nc2ccccc2c1=O	-1	-3	6	-2	-2	-2	-5	0.0	2
Cc1cccc(NC(=O)CSc2nnc3ccc(-c4cccnc4)nn23)c1	4	-7	3	-1	-2	4	-1	-0.1	-5
COc1ccc(-c2cc(C(=O)Nc3ccc(NC(C)=O)cc3)[nH]n2)c(C)c1	/	-1	5	1	2	4	-3	/	-2
Cn1c(N)c(C(=O)COC(=O)/C=C/c2cccc(C(F)(F)F)c2)c(=O)n(C)c1=O	-49	-14	0	14	5	1	13	5.1	-1
CCOC(=O)N1CCC(NC(=O)Cn2nc(Cc3ccncc3)c3ccccc3c2=O)CC1	-3	5	0	1	0	12	0	-0.3	1
O=C(Cn1cc(C(F)(F)F)ccc1=O)N1CCN(S(=O)(=O)c2ccccc2)CC1	4	-3	1	6	1	5	-1	-2.5	0
CC1=C(C(=O)N(C)C)CC(CC(=O)NC(c2ccccc2)c2ccccc2)C(=O)N1Cc1ccc(C(C)(C)C)cc1 (configuration not stated)	14	-8	2	4	0	-4	0	-2.4	9
C=C(C)C(=O)Nc1ccc(OC(F)(F)C(F)F)c(NC(=O)C(=C)C)c1	5	-6	0	-4	0	7	0	0.8	-5
CC(=O)OC1CC2(C)C(C(C)=O)CCC2C2CCC3=CC(=O)CCC3(C)C12 (configuration not stated)	8	3	1	-5	-3	-15	3	1.1	4
The listing continues:
SMILES	CRFR2-BP antag	M4 antag	CHRM4 agonist	M4 PAM	CHRM5 agonist	CHRM1 PAM	CHRM5 PAM	CRFBP-R2 agonist	CHRM5 antagonist
COc1ccccc1OCC(=O)N/N=C1\CCCCc2ccccc21	1	-3	4	3	-5	6	-2	-3.7	5
CC1CCc2c(sc(NC(=O)CN3CCN(C(=O)c4ccco4)CC3)c2C#N)C1 (configuration not stated)	-21	4	1	1	-2	-2	11	0.0	-5
Cc1cccc(C)c1NC(=O)CN1CCN(C(=O)c2cc(C3CC3)nn2-c2ccccc2)CC1	-13	0	0	1	-1	10	2	0.5	1
CCOc1cc(C2C(C(C)=O)=C(C)Nc3ncnn32)ccc1O (configuration not stated)	-3	5	1	-5	-2	-2	1	-2.8	-2
O=S(=O)(Nc1ccncc1)c1cc(Cl)ccc1Cl	7	-2	1	-4	1	3	-2	1.6	2
CN1CCN(C(=O)c2ccccc2Nc2ccc(SC(F)F)cc2)CC1	16	1	2	-3	-4	10	-2	-0.7	1
O=C(NCCN1CCCC1)C(c1ccccc1)c1ccccc1	-4	3	0	-7	-23	-11	-16	-0.9	4
Cc1ccnc(N2CCCC(C(=O)Nc3cccc(C)c3C)C2)n1 (configuration not stated)	12	-2	0	-3	-5	-6	-10	-0.6	20
Cc1cc(O)c(/C=N/OCc2ccc(Cl)cc2Cl)c(=O)o1	7	-6	0	-4	-4	-3	-7	-0.6	9
Cc1nc(Nc2ccc3c(c2)OCO3)c2oc3ccccc3c2n1	-9	-3	-2	4	-11	4	1	-6.3	9
CCOc1cc(/C=C(\C#N)c2nc3ccccc3[nH]2)ccc1OC(C)C(=O)O (configuration not stated)	8	-11	1	5	-3	11	1	-0.7	5
COc1ccc(NC(=O)c2ccco2)cc1NC(=O)c1ccco1	-44	-3	2	7	-2	3	0	-0.7	0
Cc1ccc(C(=O)OCC(=O)N2C(C)CCCC2C)s1 (configuration not stated)	2	4	1	14	-3	10	-3	-1.8	6
Cc1nc(NS(=O)(=O)c2cccs2)c2c3c(sc2n1)CCC3	-8	-9	0	11	0	12	5	-0.8	-4
CN1CCC(C2(O)c3ccccc3CSc3sccc32)CC1 (configuration not stated)	-10	-1	1	-6	-14	-17	-30	2.4	11
CCOC(=O)c1c(/N=C/N(C)C)sc(C)c1C	-13	8	0	1	-3	4	-1	0.1	10
CCC(=O)Nc1sc2c(c1C#N)CC(C)(C)NC2(C)C	1	-2	1	9	-8	6	7	0.1	-1
CC(Sc1nnnn1-c1ccc(O)cc1)c1nc2ccccc2c(=O)[nH]1 (configuration not stated)	-10	3	3	-2	5	13	2	3.7	10
Cc1nc2scc(C)n2c(=O)c1S(=O)(=O)Nc1ccc(N2CCOCC2)cc1	-12	-9	2	0	0	3	-2	3.4	-2
Cc1cc(-c2ccc(S(=O)(=O)N(C)Cc3ccccc3)cc2)on1	-10	-14	5	1	-3	-8	9	6.2	-4
CCCCNC(=O)CCSc1ccc(C)cc1	7	-3	0	16	-4	7	0	-2.4	3
Cc1ccc2nc(-c3cc(-c4ccccc4)no3)cn2c1	12	4	1	-10	3	-9	-1	-0.8	8
CCOc1ccc(NC(=O)CS(=O)CC(=O)NC2CCCc3ccccc32)cc1 (configuration not stated)	4	-3	0	2	-1	10	-5	-1.9	-2
O=C(COC(=O)/C=C/c1ccccc1)NCc1ccc2c(c1)OCO2	-10	5	2	2	1	5	-9	-3.0	7

Compounds as they come. Share with any hit: about 2.6%.
